Abeta rescue = qHTS for compounds that reverse cellular toxicity of Amyloid beta (A-beta) peptide in yeast: Primary Screen; Potency, µM (top dose mostly 46.1 µM), without a hit: at the highest dose growth rescue, hits mostly activators; AID 1347071, 2019; yeast expressing A-beta42, growth rescue, OD600, 48 h; response scale: 0% DMSO, 100% iron-clioquinol control; actives 0.063% (n = 410,000); note: potency is the fitted concentration of half-maximal effect; nearly all actives have a fitted effect of over 55% in size
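Growth rescue measured by 600 nm absorbance after 48 h yeast culture at 30 C with compound. Values normalized between DMSO and an equimolar ferric chloride plus clioquinol control.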
TDP43 rescue = qHTS of TDP-43 Inhibitors. TDP-43 expressing yeast growth rescue, BacTiter-Glo, 24 h. Potency, µM (doses to about 46.1 µM), for the others: at the highest dose growth rescue (activation), actives largely listed as activators. actives 1.8% (n = 410,000); note: potency is the fitted concentration of half-maximal effect; % of control where 0% means no effect; nearly all actives have a fitted effect of over 50% in size
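Cell-based yeast growth screen: TDP-43 expression induced in galactose, inoculum OD600=0.02 after raffinose pregrowth to mid-log. Read-out BacTiter-Glo luminescence at 24 hr, 30 deg C; inhibition of toxicity seen as signal increase.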
GLP1R inv ag = qHTS of GLP-1 Receptor Inverse Agonists (Inhibition Mode); actives 1.6% (n = 410,000); Potency, µM (doses to about 38.3 µM), inactives show at the top dose activity change, negative = inhibition, actives largely listed as inhibitors; HEK293 GLP-1R CRE-luciferase, luminescence, 24 h; GLP-1R form is constitutively active; AID 624417, 2012; Glucagon-like peptide 1 receptor (Homo sapiens), P43220; note: potency is the fitted concentration of half-maximal effect; % is set by controls: 0 for no effect and ±100 for the full control effect; nearly all actives have a fitted effect of over 55% in size
Target sequence (P43220 whole entry, looked up): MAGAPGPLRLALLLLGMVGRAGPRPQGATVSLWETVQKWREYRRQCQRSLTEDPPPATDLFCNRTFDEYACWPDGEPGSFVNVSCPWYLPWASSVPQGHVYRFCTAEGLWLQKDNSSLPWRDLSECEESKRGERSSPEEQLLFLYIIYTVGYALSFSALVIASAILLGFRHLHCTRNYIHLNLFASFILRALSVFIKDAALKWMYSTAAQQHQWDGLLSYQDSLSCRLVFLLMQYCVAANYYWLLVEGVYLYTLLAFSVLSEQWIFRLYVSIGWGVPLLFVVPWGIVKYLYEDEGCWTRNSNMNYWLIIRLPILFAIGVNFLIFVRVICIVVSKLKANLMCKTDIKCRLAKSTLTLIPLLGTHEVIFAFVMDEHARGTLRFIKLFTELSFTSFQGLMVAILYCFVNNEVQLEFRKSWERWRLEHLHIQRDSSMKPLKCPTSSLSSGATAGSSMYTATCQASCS
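HEK293 cells stably co-expressing a cAMP-responsive luciferase reporter and constitutively active GLP-1R were seeded, incubated 12 h, then exposed to compounds for 24 h at 37 C. Luminescence was read 12 min after detection reagent; inverse agonists lower signal.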
MmCpn inh = Inhibitors of TCP-1 ring complex (TRiC) of Methanococcus maripaludis (MmCpn): qHTS; purified Mm-Cpn ATPase, ADP Transcreener TR-FRET; Potency, µM (highest dose often 76.9 µM), for inactives: at the highest dose activity, negative = inhibition, actives largely listed as inhibitors; actives 0.031% (n = 330,000); note: potency is the fitted concentration of half-maximal effect; % is set by controls: 0 for no effect and ±100 for the full control effect; nearly all actives have a fitted effect of over 80% in size
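ATPase read-out: TR-FRET ADP immunoassay (anti-ADP Eu cryptate vs ADP-d2), ex 320 nm, em 590/665 nm; signal drops as ADP forms. Enzyme 25 nM, ATP 10 uM, 30 min at 37°C after 10 min compound preincubation.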
FUS yeast rescue = qHTS for Suppressors of FUS Proteinopathy: Primary screen using FUS-linked yeast assay; S. cerevisiae FUS-expressing, growth rescue, OD600, 24 h; Potency, µM (doses to about 76.6 µM), for inactives: at the highest dose growth rescue (activation), hits mostly activators; actives 0.24% (n = 390,000);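 note: potency is the fitted concentration of half-maximal effect; plate controls were DMSO vehicle for no effect and reference control for full effect; nearly all actives have a fitted effect of over 55% in size; some results filed as inactive show a strong effect at the top dose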
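S. cerevisiae expressing FUS from galactose induction served as the toxicity model. Growth after 24hr at 30C, read as absorbance at 600 nm, indicates suppression of toxicity; compounds dosed at several concentrations.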
PTHR1 ag = qHTS for PTHR1 Agonists: Primary Screen | Parathyroid hormone/parathyroid hormone-related peptide receptor (Homo sapiens), Q03431 | HEK293 GP2 PTHR1 cells, GloSensor cAMP luminescence, 1 h | actives 0.075% (n = 410,000) | Potency, µM (titrated, usually from 115 µM), inactives show top-dose activation, usual class: activators | AID 743266, 2014; note: potency is the fitted concentration of half-maximal effect; nearly all actives have a fitted effect of over 55% in size; some results filed as inactive show a strong effect at the top dose; inactives centre near -15; many of its hits are not listed in these tables
Target sequence (Q03431 whole entry, looked up): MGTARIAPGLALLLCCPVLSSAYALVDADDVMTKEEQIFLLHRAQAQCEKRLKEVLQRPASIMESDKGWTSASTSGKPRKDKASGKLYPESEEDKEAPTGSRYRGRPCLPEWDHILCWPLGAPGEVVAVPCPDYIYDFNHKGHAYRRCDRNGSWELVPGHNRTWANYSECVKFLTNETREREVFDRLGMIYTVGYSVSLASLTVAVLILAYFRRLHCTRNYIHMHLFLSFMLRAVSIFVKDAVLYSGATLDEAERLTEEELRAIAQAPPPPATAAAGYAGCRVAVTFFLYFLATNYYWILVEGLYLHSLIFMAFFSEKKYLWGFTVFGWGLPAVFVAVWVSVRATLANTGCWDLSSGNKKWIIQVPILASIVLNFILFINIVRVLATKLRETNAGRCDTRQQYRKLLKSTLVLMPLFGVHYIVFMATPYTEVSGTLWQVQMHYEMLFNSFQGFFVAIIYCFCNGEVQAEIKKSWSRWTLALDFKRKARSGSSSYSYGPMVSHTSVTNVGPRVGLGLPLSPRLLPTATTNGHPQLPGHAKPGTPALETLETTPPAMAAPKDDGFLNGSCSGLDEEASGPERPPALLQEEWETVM
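HEK-293-derived GP2 cells expressing PTHR1 and a GloSensor cAMP reporter, 3,000/well, plated overnight, given luciferin plus IBMX (each 0.5 mM as added) for 1 h at 37 °C, then compound for 1 h at 37 °C. Luminescence was read after 15 min at room temperature.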
GLP1R cytotox = qHTS of GLP-1 Receptor Inverse Agonists: Cytotox Screen | Potency, µM (series often up to 38.3 µM), for the others: at the highest dose activity change, negative = inhibition, most hits filed as inhibitors | actives 0.13% (n = 410,000) | HEK293 cAMP-luciferase reporter cells, luminescence, 24 h | AID 624418, 2012;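 note: loss of luciferase light is scored as toxicity; potency is the fitted concentration of half-maximal effect; % is set by controls: 0 for no effect and ±100 for the full control effect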
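MLSMR compounds, 24 hr on cells at 37 deg C/5% CO2; luminescence after luciferase reagent (12 min RT). Inhibition counted as the undesired cytotoxic outcome.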
Akt phos inh = HTS Assay for Inhibitors of Akt Phophorylation: Primary Screen | Neuro2A IGF-stimulated pAkt S473 HTRF, 20 min; hits give low values | activity change, % for hits at 50 µM | actives 0.32% (n = 360,000) | AID 651550, 2012; in the data active = activity change below about -80%; inconclusive = mostly about -51% to -80%; note: % is set by controls: 0 for no effect and ±100 for the full control effect
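Single-point screen (50 µM final compound) in Neuro2A cells stimulated 20 min with 6 nM IGF at 37 deg C. After lysis, Ser473-phosphorylated Akt read by HTRF (ex 330 nm, em 615/665 nm) as the 665/615 ratio.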
aSyn rescue = qHTS of alpha-syn Inhibitors; Yeast expressing alpha-synuclein, growth rescue, BacTiter-Glo, 24 h; Potency, µM (highest dose often 46.1 µM), without a hit: at the highest dose growth rescue (activation), actives largely listed as activators; actives 0.14% (n = 370,000); AID 652106, 2013; note: potency is the fitted concentration of half-maximal effect; % of control where 0% means no effect; nearly all actives have a fitted effect of over 65% in size
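Rescue of yeast growth: cells expressing toxic alpha-synuclein, induced in galactose at OD600 0.02, incubated with compound 24 h at 30 C. ATP luminescence quantified growth; inhibitors of toxicity appear as activators.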
* hit, by the source's call; i = inactive; ? = inconclusive; / = not tested or not shown; [ ] = remark or other dose. Unless noted, calls come from the whole dose curve; as a rule, active = well fitted curve in the direction sought with a large enough effect; inconclusive = small, poorly fitted or top-dose-only effect, or another doubt; inactive = no such curve, though single readings can be large; an effect the other way counts as inactive or inconclusive. A portion of the library, so the mix of outcomes need not match the whole.

SMILES	Abeta rescue	TDP43 rescue	GLP1R inv ag	MmCpn inh	FUS yeast rescue	PTHR1 ag	GLP1R cytotox	Akt phos inh	aSyn rescue
CC(C)(C)c1cc(C(C)(C)C)c2oc(=O)c(-c3nc4ccc(C(=O)O)cc4[nH]3)cc2c1	-54%[inhibitor]	-66%[inhibitor]	9%	-3%	-8%	-5%	40%[activator]	/	/
COCC(COCCCNC(=O)Nc1ccc(Br)cc1)OC (stereo not drawn)	15%	6%	-4%	1%	-8%	-1%[57.5 µM]	-6%	/	-14%
O=C(O)Cc1coc2cc3c(cc12)CCC3	-20%	?	-24%[7.66 µM]	-1%	-9%	i	1%[7.66 µM]	i	-8%
O=C(COC(=O)CCc1ccc(S(=O)(=O)N2CCOCC2)cc1)Nc1ncc(C(F)(F)F)cc1Cl	14%	0%	0%	-1%	23%	i	-5%	i	8%
CCN1CCN(C(=O)c2cc(-c3ccc(Cl)s3)nc3ccccc23)CC1	-6%	-16%	?	?	3%	i	-12%	i	2%
Cc1ccccc1NC(=O)CSc1nnc(-c2cccc(Cl)c2)o1	-9%	5%	5%	/	4%	-23%	1%	/	/
O=C(c1ccc(NC2=NC3CS(=O)(=O)CC3S2)cc1)N1CCN(c2ccc(F)cc2)CC1 (stereo not drawn)	-3%	4%	8%	0%	4%	i	-13%	i	-3%
Clc1cccc(Cc2c(-c3cccc(Br)c3)nc3ccc(Br)cn23)c1	-1%	20µM*	?	/	33%	-79%[inhibitor]	-25%	i	-8%
Cc1cc(NC(=O)COc2nnc(-c3ccccc3)c3ccccc23)no1	2%	4%	3%	-1%	-3%	i	-20%	i	-3%
COc1cc(/C(C)=N/Nc2ccc(C(=O)O)cc2)cc(OC)c1OC	25%	25%	1%	-2%	5%	i	-2%	i	10%
O=[N+]([O-])c1cc(S(=O)(=O)Nc2cccc(Cl)c2)ccc1N=Nc1c(O)[nH]c2ccccc12	2%	-5%	?	-2%	26%	i	-11%	i	11%
O=C(COC(=O)c1cc(S(=O)(=O)N2CCOCC2)ccc1F)Nc1c(Cl)cccc1C(F)(F)F	-11%	2%	3%	1%	22%	i	-1%	i	-1%
COc1ccc(CCNC(=O)C2CCCN(S(=O)(=O)c3ccc(F)cc3)C2)cc1 (stereo not drawn)	9%	9%	-30%	0%	10%	-60%[inhibitor]	8%	i	-3%
CC[C@@H]1CC=C[C@H]2[C@H]1C(=O)N(Cc1ccccc1)[C@H]2c1ccc(C(F)(F)F)cc1	11%	?	?	0%	9%	-75%[inhibitor]	20%	i	-26%
COCCn1nnnc1CN(Cc1ccco1)Cc1cc2cc3c(cc2[nH]c1=O)OCO3	-10%	0%	61%[activator]	0%	?	-19%[57.5 µM]	0%	i	-15%
COc1ccc(-c2cc(C(F)(F)F)nc(SCCC(=O)Nc3ccc(NC(C)=O)cc3)n2)cc1	-4%	0%	10%	/	-8%	19%	-5%	/	1%
CCOc1cc(/C=C/C(=O)c2ccc(C)cc2)ccc1OCC(=O)N(C)C	0%	-2%	?	-1%	/	-9%	-8%	i	4%
COc1cc(NC(=O)c2ccc(F)cc2)c(OC)cc1NC(=O)CN1CCCCC1	-10%	5%	?	0%	-22%	-11%	-29%	i	0%
COc1ccc(CCNC(=O)c2ccc(OCC(=O)N3CCOCC3)c(OC)c2)cc1OC	-12%	-13%	14%	-1%	/	-7%	-2%	i	-2%
COc1ccc(OCCN2CCC(C(=O)NC(c3ccc(OC)cc3)c3ccccn3)CC2)cc1 (stereo not drawn)	3%	19%	-1%	/	3%	-24%	2%	i	6%
CCn1c(SCc2cccc(C)c2)nnc1-c1ccc(C)cc1	4%	-15%	0%	0%	1%	-32%[inhibitor]	9%	i	16%
Cc1nccn1CCCNCc1c(C(=O)N2CCCCCCC2)nc2ccc(Cl)cn12	-16%	-15%	-10%	1%	24%	-26%	-3%	i	-1%
CCC(=O)Nc1ccccc1C(=O)NC1CCCCC1	-8%	-30%	6%	1%	3%	-18%[57.5 µM]	-13%	i	3%
CCCCN1C(=O)CC(C(=O)OCC)=C1C	2%	4%	13%	-2%	-19%	-23%	-13%	i	-9%
O=C(Nc1ccc(F)c(Cl)c1)c1cccnc1	5%	-9%	1%	-1%	12%	i	-1%	i	6%
Cc1cc(O)c(C(C)C)cc1N=Cc1ccc(N(C)C)cc1	-5%	4%	?	/	/	-36%[inhibitor]	8%	i	-8%
CCS(=O)(=O)N1CCCC(C(=O)NCCN2CCC(Cc3ccccc3)CC2)C1 (stereo not drawn)	20%	1%	-1%	0%	7%	-16%[57.5 µM]	-8%	i	1%
Cc1ccc(Oc2nc3c(c(=O)n(Cc4ccccc4Cl)c(=O)n3C)n2C)cc1C	14%	15%	2%	/	-16%	i	-10%	/	/
Cc1nc2ccc(NC(=O)c3cccs3)cc2s1	-9%	-19%	53%[activator]	1%	-2%	-19%	2%	i	-21%
Cc1ccc(NC(=O)CN2C(=O)S/C(=C/c3ccc(-c4cc(C(=O)O)ccc4C)o3)C2=O)cc1C	-4%	-11%	2%	-5%	?	i	34%[activator]	i	-1%

4 structures from above, arranged by formula weight, rising.
SMILES	Abeta rescue	TDP43 rescue	GLP1R inv ag	MmCpn inh	FUS yeast rescue	PTHR1 ag	GLP1R cytotox	Akt phos inh	aSyn rescue
O=C(Nc1ccc(F)c(Cl)c1)c1cccnc1	5%	-9%	1%	-1%	12%	i	-1%	i	6%
Cc1cc(O)c(C(C)C)cc1N=Cc1ccc(N(C)C)cc1	-5%	4%	?	/	/	-36%[inhibitor]	8%	i	-8%
COc1ccc(OCCN2CCC(C(=O)NC(c3ccc(OC)cc3)c3ccccn3)CC2)cc1 (stereo not drawn)	3%	19%	-1%	/	3%	-24%	2%	i	6%
Cc1ccc(NC(=O)CN2C(=O)S/C(=C/c3ccc(-c4cc(C(=O)O)ccc4C)o3)C2=O)cc1C	-4%	-11%	2%	-5%	?	i	34%[activator]	i	-1%

Next section:
SMILES	Abeta rescue	TDP43 rescue	GLP1R inv ag	MmCpn inh	FUS yeast rescue	PTHR1 ag	GLP1R cytotox	Akt phos inh	aSyn rescue
Cc1noc(C)c1COc1cccc(C(=O)Nc2ccccc2N2CCOCC2)c1	-8%	-24%	11%	-2%	4%	-19%	3%	i	0%
COc1ccc(-c2cc(C(=O)Nc3sc4c(c3C(N)=O)CCCC4)no2)cc1	-7%	27%	6%	/	1%	i	31%[activator]	/	/
O=C(CSc1ccccn1)Nc1nonc1[N+](=O)[O-]	-92%[inhibitor]	-92%[inhibitor]	?	4%	-21%	-38%[inhibitor]	?	/	-83%[inhibitor]
CN(C)C(=O)CN1C(=O)c2cccc3cccc1c23	-7%	9%	8%	-2%	-20%	i	32%[activator]	i	-4%
COc1ccc(C(=O)NCC(=O)OCC(=O)c2c[nH]c3ccccc23)cc1	-2%	2%	1%	/	-17%	-33%[inhibitor]	8%	i	-2%
CCC(CC)C(=O)c1c[nH]c(C(=O)N2CCN(c3ccccc3)CC2)c1	-11%	5%	-3%	-1%	2%	i	-7%	i	8%
C[C@H](CO)N1C[C@H](C)[C@@H](CN(C)C(=O)Nc2ccccc2)Oc2c(NC(=O)Cc3ccccc3)cccc2C1=O	5%	4%	15%	-4%	4%	-2%	-4%	i	0%
CC(C)(C)NC(=O)C(c1ccccc1)n1c(=O)c(-c2ccccc2)nc2ccccc21 (stereo not drawn)	-15%	0%	11µM*	/	12%	-15%	-2%	i	-12%
CC(C)(C)C(=O)Cn1c(=O)n(-c2ccc(F)cc2F)c(=O)c2sccc21	6%	13%	?	-1%	-15%	i	2%	i	7%
COc1ccc(NC(=O)CN(C)C(=O)c2cccc(S(=O)(=O)N3CCN(Cc4ccccc4)CC3)c2)cc1	3%	-6%	-5%	-3%	21%	-43%[inhibitor]	-9%	i	-2%
CCc1cccc2c(C(=O)COC(=O)c3nn(C)c(=O)c4ccccc34)c[nH]c12	3%	-4%	8%	-5%	14%	-6%	12%	i	17%
CCCC(=O)N1CCC1(C)C(=O)NCc1ccc(C(C)C)cc1 (stereo not drawn)	-14%	14%	18%	/	4%	-15%	2%	i	-6%
CC(C)C(=O)Nc1ccc(S(=O)(=O)Nc2nccc(/C=C/c3ccccc3)n2)cc1	-7%	4%	29%	0%	10%	i	-2%	i	0%
Cc1cc(OCCN2CCOCC2)ccc1Cl	5%	7%	-8%	1%	-26%	-17%	-10%	i	-1%

Exported with two lines to a compound: 3 of the compounds above
Each structure is followed by: Abeta rescue	TDP43 rescue	GLP1R inv ag	MmCpn inh	FUS yeast rescue	PTHR1 ag	GLP1R cytotox	Akt phos inh	aSyn rescue
> CC(C)C(=O)Nc1ccc(S(=O)(=O)Nc2nccc(/C=C/c3ccccc3)n2)cc1
    -7%	4%	29%	0%	10%	i	-2%	i	0%
> CC(C)(C)NC(=O)C(c1ccccc1)n1c(=O)c(-c2ccccc2)nc2ccccc21 (stereo not drawn)
    -15%	0%	11µM*	/	12%	-15%	-2%	i	-12%
> Cc1noc(C)c1COc1cccc(C(=O)Nc2ccccc2N2CCOCC2)c1
    -8%	-24%	11%	-2%	4%	-19%	3%	i	0%
